Source: PubChem BioAssay
M. tuberculosis HTS = M. tuberculosis growth inhibition, HTS (AID 449762); 0.59% of 330,000 active; M. tuberculosis H37Rv growth inhibition, 7H9 media; higher % means a stronger effect; inhibition, % at 25 µM; hits with a dose series show IC50 in µM; in the data active = a potency from the dose series; inconclusive = inhibition above about 70% without an active follow-up result;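 note: bacterial growth assessed after seven days of incubation; strong numbers were not always called active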
PhoP GFP inhibition = Inhibition of PhoP regulon, Salmonella typhi GFP reporter cells, confirmation, 4 h (AID 1850) | Salmonella Typhi PhoP-promoter GFP reporter, fluorescence, 4 h; higher % means a stronger effect | 0.33% of 310,000 active | inhibition, % at 50 µM, or IC50 in µM where a hit was titrated; in the data active = a potency from the dose series; inconclusive = inhibition mostly from about 25% at the one dose, without a potency; inactive = the rest, 99 in 100 with inhibition below about 19%;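 note: 0% = induced wells with vehicle and 100% = uninduced wells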
influenza NS1A = H1N1 influenza NS1A inhibitors, functional cell based assay (AID 504329); NS1A functional cell-based assay, percent inhibition; higher % means a stronger effect; 0.3% of 340,000 active; inhibition, % at 12.5 µM; hits with a dose series show IC50 in µM; in the data active = a potency from the dose series; inconclusive = inhibition above about 27% without an active follow-up result; note: strong numbers were not always called active
inhibitors of VEEV = inhibitors of VEEV TC-83 cytopathic effect, confirmation, Vero cells (AID 588727); 0.13% of 350,000 active; inhibition, % at 20 µM; hits with a dose series show IC50 in µM; Vero cells, VEEV TC-83 cytopathic effect inhibition; higher % means a stronger effect; in the data active = a potency from the dose series; inconclusive = inhibition mostly from about 14% at the one dose, without a potency; inactive = the rest, 99 in 100 with inhibition below about 12%; note: strong numbers were not always called active
tuberculosis growth = growth inhibition of non-replicating M. tuberculosis (AID 488890); Mycobacterium tuberculosis non-replicating, growth inhibition; higher % means a stronger effect; inhibition, % at 25 µM, or IC50 in µM where a hit was titrated; 0.39% of 320,000 active; in the data active = a potency from the dose series; inconclusive = inhibition mostly from about 82% at the one dose, without a potency; inactive = the rest, 99 in 100 with inhibition below about 76%;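 note: plate controls were DMSO cells for no effect and high antibiotic wells for full effect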
inhibitors of VEEV 10K pilot screen = second read-out of inhibitors of VEEV, no call of its own (marks repeat the call); inhibition, %; measured here: 10K pilot screen inhibition
Starred values were filed as active, the others as inactive; i = inactive; ? = inconclusive; · = no result given.

SMILES	M. tuberculosis HTS	PhoP GFP inhibition	influenza NS1A	inhibitors of VEEV	tuberculosis growth	others
CC(C)NS(=O)(=O)c1ccc(NCCCn2ccnc2)c([N+](=O)[O-])c1	1%	5%	10%	3.1%	-3%
Cc1cccc(NC(=O)C2CCCCN2S(=O)(=O)c2ccccc2)c1C (stereo unspecified)	-1%	·	-1%	0.3%	23%
Cc1nn2c(-c3cccc(NC(=O)c4ccco4)c3)nnc2c2ccccc12	7%	1%	8%	9.0%	-2%
Cc1ccc2[nH]c3c(NCc4ccccc4)ncnc3c2c1	68%	-1%	·	·	57%
CC(NC(=O)C1CCC(C)(C(=O)O)C1(C)C)c1ccccc1 (stereo unspecified)	4%	-3%	20%	1.2%	-4%
CCCc1cc(=O)[nH]c(SCC(=O)c2c[nH]c3ccccc23)n1	-13%	-2%	2%	4.6%	-4%
CCc1cccc(NC(=O)CSc2nnc(Cc3ccc(OC)cc3)c(=O)[nH]2)c1	-1%	-7%	-4%	3.8%	44%
CCOc1ccc(C(=O)NCC2(c3ccccc3)CCOCC2)cc1	2%	-2%	8%	0.4%	1%
NS(=O)(=O)c1cccc(NC(=O)C(Cc2ccccc2)NC(=O)c2ccccc2)c1 (stereo unspecified)	3%	3%	4%	1.0%	30%
CCC(=O)OC1(C)C(=O)C=C2C=C(CCCCNC(=O)OC(C)(C)C)OC=C2C1=O (stereo unspecified)	0%	-8%	·	·	5%
CCOc1cc(/C=N/NC(=O)C2CC2)ccc1OC(C)C	-10%	0%	0%	3.3%	8%
O=C1c2ccccc2C(=O)N1CSc1ncccn1	-2%	2%	2%	0.3%	16%
O=C(CN1C(=O)c2ccccc2S1(=O)=O)NCc1ccc2c(c1)OCO2	1%	-8%	1%	1.1%	5%
O=C1CCN(Cc2ccc(Br)cc2)CCN1[C@H](CO)c1ccccc1	-5%	1%	-1%	i	-10%
COc1cccc(N=Nc2ccc(O)c3ncccc23)c1	62%	9%	0%	>25µM*	?
CCOC(=O)C1CCCN(S(=O)(=O)c2ccc(S(=O)(=O)N(CC)CC)cc2)C1 (stereo unspecified)	-6%	-16%	-8%	i	14%
COc1ccc(N(CC(=O)N/N=C/c2cc(Br)c(C)o2)S(=O)(=O)c2ccc(NC(C)=O)cc2)cc1	5%	4%	-9%	7.1%	26%
CC(Sc1cccc[n+]1[O-])C(=O)Nc1cccc(S(=O)(=O)N2CCOCC2)c1 (stereo unspecified)	59%	-3%	17%	0.1%	-5%
N#C/C(=C\c1ccccc1OCc1ccc(C(=O)O)cc1)C(=O)Nc1ccc(O)cc1	-3%	8%	2%	2.2%	9%
O=C(CN(C(=O)CCC(=O)Nc1nccs1)c1cccc(F)c1)NCCc1ccccc1	2%	-6%	-7%	0.3%	-26%
CCN1CCN(c2ccc(S(=O)(=O)N3CCCCC3)cc2NC(=O)c2cccc(NC(C)=O)c2)CC1	-5%	-4%	-3%	2.8%	-2%
Cc1ccc(-n2ncc(C(=O)Nc3ccc(Cl)cc3)c2C2CCNCC2)cc1C	0%	-4%	8%	6.8%	39%
O=C(C(=O)N1CCN(Cc2ccc3c(c2)OCO3)CC1)c1c[nH]c2ccccc12	6%	-1%	3%	11%	-2%
COc1ccc(C)cc1NC(=S)N1CC(C)OC(C)C1 (stereo unspecified)	3%	-10%	-13%	1.2%	7%

Taken from the results shown (4 entries):
SMILES	M. tuberculosis HTS	PhoP GFP inhibition	influenza NS1A	inhibitors of VEEV	tuberculosis growth	others
CCN1CCN(c2ccc(S(=O)(=O)N3CCCCC3)cc2NC(=O)c2cccc(NC(C)=O)c2)CC1	-5%	-4%	-3%	2.8%	-2%
Cc1ccc(-n2ncc(C(=O)Nc3ccc(Cl)cc3)c2C2CCNCC2)cc1C	0%	-4%	8%	6.8%	39%
O=C(C(=O)N1CCN(Cc2ccc3c(c2)OCO3)CC1)c1c[nH]c2ccccc12	6%	-1%	3%	11%	-2%
COc1ccc(C)cc1NC(=S)N1CC(C)OC(C)C1 (stereo unspecified)	3%	-10%	-13%	1.2%	7%

(cont.)
SMILES	M. tuberculosis HTS	PhoP GFP inhibition	influenza NS1A	inhibitors of VEEV	tuberculosis growth	others
CCc1nccc2c1[nH]c1ccccc12	-11%	38%	1%	1.2%	-15%
CN(C)c1nc(OCCNC(=O)Nc2ccccc2)nc(N(C)C)n1	1%	6%	6%	0.3%	-9%	inhibitors of VEEV 10K pilot screen=1.0
Cc1ccc(/C=C/C2=Cc3c(sc(NC(=O)CSc4n[nH]c(N)n4)c3C#N)C(C)(C)C2)o1	4%	-18%	·	·	-19%
CN(CCOc1ccccc1)CC(=O)Nc1cc([N+](=O)[O-])ccc1Cl	-7%	3%	10%	i	-12%
O=C(c1ccccc1F)n1c2c(c3ccccc31)CCCC2	11%	1%	-20%	1.3%	3%
COc1ccc(C2=NN(C(C)=O)C(c3ccccc3)C2)cc1 (stereo unspecified)	0%	-6%	0%	1.0%	12%
CSc1ncccc1C(=O)OCC(=O)NC1CCS(=O)(=O)C1 (stereo unspecified)	0%	5%	5%	1.1%	-12%
COc1ccccc1C1(CC(=O)O)CCOC(C)(C)C1 (stereo unspecified)	3%	-2%	0%	0.3%	7%
COc1ccc(C2=NS(=O)(=O)N(C)C(C(=O)N3CCC(C(N)=O)CC3)=C2)cc1	-6%	-7%	-3%	1.8%	18%
COc1ccc(N2C(=O)C(CC(=O)Nc3ccccc3)N(Cc3cccs3)C2=O)cc1 (stereo unspecified)	-2%	1%	-1%	10.0%	17%
COc1ccccc1NC(=O)CSc1nnc(CC(=O)Nc2ccccc2F)n1C	8%	-4%	-14%	2.6%	0%
COc1cc(C(=S)N2CCOCC2)cc(OC)c1OS(=O)(=O)c1ccc(NC(C)=O)cc1	-8%	7%	0%	i	3%
COc1cc(OC)cc(C(=O)N2CCN(c3ccccc3F)CC2)c1	3%	1%	8%	1.4%	17%
COc1cccc(-c2nc(CS(=O)(=O)CC(=O)NCc3ccccc3OC)c(C)o2)c1	-5%	10%	25%	7.3%	28%
c1ccc(OCc2nnc3n2N=C(c2ccccc2)CS3)cc1	0%	3%	-11%	2.1%	55%
Cc1ccc(Cn2nnc3c(=O)n(CC(=O)NCc4ccco4)cnc32)cc1	0%	-1%	10%	i	-14%
COc1cc(/C=C/C(=O)OCC(=O)Nc2ccc(NC(C)=O)cc2)cc(S(=O)(=O)N2CCc3ccccc32)c1OC	-1%	-3%	15%	8.2%	36%
O=C(CSc1nc(O)cc(=O)n1-c1ccccc1)Nc1ccccn1	0%	2%	-5%	i	-2%
CN(c1ccccc1)S(=O)(=O)c1ccc(Cl)c(C(=O)OCC(=O)c2c(N)n(C)c(=O)n(C)c2=O)c1	·	·	6%	8.1%	·
Cc1cc(NC(=O)c2ccc(F)cc2F)n(-c2nc3ccccc3[nH]2)n1	-1%	-7%	-1%	2.1%	15%
CCOC(=O)c1cc(C)[nH]c1C	-4%	-5%	8%	1.4%	-4%
Cc1ccc(/C=N\NC(=O)c2ccc3c(c2)OCO3)o1	-6%	5%	20%	i	-2%
COc1ccc(/C=N/NC(=O)c2[nH]c3ccc(Cl)cc3c2-c2ccccc2)c(C(=O)O)c1OC	0%	9%	-10%	1.6%	30%
CC(C)CC(=O)O/N=C1\C(=O)N(c2ccccc2)c2ccccc21	-5%	16%	-4%	2.8%	-13%
Cc1cc(C)c(NC(=O)C(C)N2CCCCCC2)c(C)c1 (stereo unspecified)	2%	-4%	-6%	i	-22%
CC(C)CNC(=O)C1c2ccccc2Oc2ccccc21	-6%	-2%	-6%	i	0%
O=C(COC(=O)c1ccccc1SCC(=O)N1CCCC1)Nc1ccccc1C(F)(F)F	-8%	3%	-5%	7.2%	15%
CC(Sc1nnc(COc2ccccc2)n1Cc1ccccc1)C(=O)O (stereo unspecified)	-1%	4%	10%	1.5%	-1%
Cc1ccccc1COC(=O)c1nn(-c2ccccc2)nc1N	?	4%	6%	0.5%	48%
CC(C)CNc1nc(SCC(=O)Nc2ccccc2)nc(N2CCOCC2)n1	0%	-1%	4%	3.5%	29%
O=C(c1ccco1)N1CCN(c2ccc([N+](=O)[O-])cc2F)CC1	-26%	-5%	0%	0.1%	14%
CCN1CCCc2cc(CN(CCN3CCOCC3)C(=S)Nc3ccc(OC)c(Cl)c3)ccc21	1%	0%	-7%	i	17%
C/C=C/c1ccc2c(c1)OCO2	12%	·	-8%	i	-7%
CCOC(=O)c1sc2nc(C)cc(C)c2c1N	0%	3%	-8%	i	3%	inhibitors of VEEV 10K pilot screen=0.4
CC1=NN(/C(=N\c2nnc(C)s2)Nc2ccc(C(C)(C)C)cc2)[C@H](c2ccc(C)cc2)S1	3%	7%	4%	0.9%	40%
O=C(COc1ccc2ccccc2c1)NNC(=O)Cc1cccc2ccccc12	4%	6%	8%	0.3%	-7%
O=C(COc1cccc(Cl)c1)NCC(c1cccs1)N1CCOCC1 (stereo unspecified)	6%	·	-5%	1.4%	24%
Cn1cccc1-c1cc(C(=O)N2CCc3c([nH]c4ccccc34)C2c2ccccn2)[nH]n1 (stereo unspecified)	?	-30%	7%	1.1%	12%
COc1ccc(S(=O)(=O)NCCCN2CCOCC2)c2ccccc12	-4%	7%	-6%	0.5%	-12%
Cc1ccc(NC(=O)Cc2n[nH]c(=O)c3ccccc23)cc1S(=O)(=O)N1CCCCCC1	45%	·	-1%	6.3%	53%
COc1nc(/C(N)=N/O)nc(N2CCCCC2)n1	-2%	0%	-5%	5.6%	-16%
CC(C)Oc1ccc(C(=O)NCC(=O)N2CCN(S(=O)(=O)/C=C/c3ccccc3)CC2)cc1	-2%	·	4%	1.2%	42%
Cc1ccc(-c2nc3nc4ccccc4nc3n2Cc2ccco2)cc1	7%	4%	8%	8.6%	6%
OC(COC(c1ccc(Cl)cc1)c1ccc(Cl)cc1)CN1CCCC1 (stereo unspecified)	-14%	-1%	5%	1.6%	54%
O=c1c(-c2nc3ccccc3s2)cccn1Cc1ccc(Cl)cc1	-6%	7%	-11%	5.9%	12%
Cc1cccc(NC(=O)CSc2nc(N)c(NC(=O)c3ccccc3F)c(=O)[nH]2)c1	-17%	-12%	-8%	1.0%	-8%
COc1ccc([C@@H]2CC=C(C(=O)O)[C@H](c3ccc(Br)cc3)N2S(=O)(=O)c2ccc(C)cc2)cc1OC	5%	·	-4%	1.0%	1%
Cc1ccc(N2C(=O)[C@@H]3C(C(=O)CCN4C(=O)c5ccccc5C4=O)=NN[C@@H]3C2=O)cc1	0%	-7%	8%	0.5%	5%

Ordered by length of the SMILES (smallest number first): part of the list above
SMILES	M. tuberculosis HTS	PhoP GFP inhibition	influenza NS1A	inhibitors of VEEV	tuberculosis growth	others
O=C(COc1cccc(Cl)c1)NCC(c1cccs1)N1CCOCC1 (stereo unspecified)	6%	·	-5%	1.4%	24%
OC(COC(c1ccc(Cl)cc1)c1ccc(Cl)cc1)CN1CCCC1 (stereo unspecified)	-14%	-1%	5%	1.6%	54%
Cn1cccc1-c1cc(C(=O)N2CCc3c([nH]c4ccccc34)C2c2ccccn2)[nH]n1 (stereo unspecified)	?	-30%	7%	1.1%	12%
CC(C)Oc1ccc(C(=O)NCC(=O)N2CCN(S(=O)(=O)/C=C/c3ccccc3)CC2)cc1	-2%	·	4%	1.2%	42%

The list continues:
SMILES	M. tuberculosis HTS	PhoP GFP inhibition	influenza NS1A	inhibitors of VEEV	tuberculosis growth	others
COc1cc2nc(SCc3ccc(C(F)(F)F)cc3)n(Cc3cccs3)c(=N)c2cc1OC	-7%	6%	-1%	2.8%	11%
CCCCn1c(N)c(N(C)C(=O)c2cc3c(s2)CCCCC3)c(=O)[nH]c1=O	-5%	·	-9%	1.7%	20%
COc1ccccc1-c1coc2cc(OC(=O)/C=C/c3ccccc3)ccc2c1=O	3%	-12%	-8%	0.1%	·
COc1ccccc1Nc1cc(C)nc(Nc2ccccc2OC)n1	·	·	0%	9.4%	·
Cc1nc(-c2ccc(S(=O)(=O)Nc3ccccc3C)cc2)co1	-2%	-6%	2%	1.6%	0%
COc1ccccc1CN(C)C(=O)CSc1nnc(C2CC2)n1C1CC1	1%	·	0%	0.4%	37%
CN(c1ccc(OC(=O)CN2C(=O)NC3(CCCC3)C2=O)cc1)S(=O)(=O)c1ccccc1	-6%	4%	-2%	2.0%	-10%
Cc1ccc(S(=O)(=O)N/N=C/c2cccc([N+](=O)[O-])c2)cc1	-2%	1%	-6%	i	-5%
O=C(Nc1ccc2c(c1)OCCO2)N1CCOCC1	-9%	5%	5%	i	2%
Cc1cc(NCC2CCCCC2)nc2ccccc12	-3%	2%	8%	i	?
COCCOC(=O)C1=C(C)N=C2SCCC(=O)N2C1c1cccs1 (stereo unspecified)	-6%	-5%	-3%	1.3%	-13%
Cc1noc(C)c1C(=O)Nc1nc(-c2ccc(F)c(F)c2)cs1	3%	·	-5%	5.2%	-8%
